Compound activity: PubChem BioAssay, National Center for Advancing Translational Sciences (NCATS)
TRPV1 ag: HTS Assay for Compounds that Act as Agonists of the Vanilloid Receptor 1 | Transient receptor potential cation channel subfamily V member 1 (Homo sapiens), Q8NER1 | TRPV1-expressing cells, Fluo-8 calcium influx, agonist mode | activation, % at 8.33 µM | hit rate 0.19% among 320,000 | AID 540275, 2011; in the data active = activation above about 80%; inconclusive = between about 30% and that limit; note: 0% is about no effect
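Fluo-8 calcium influx in TRPV1-expressing cells, kinetic read (ex 480/em 520 nm). Compound added and read 3 min for agonist activity, followed by capsaicin at EC20 final and 2 min further read for enhancement.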
KCNH2 3.1 inh: qHTS for Inhibitors of KCHN2 3.1: Mutant qHTS; U2OS KCNH2 3.1, thallium flux FluxOr; hits give low values; activity change, % (tested at about 1.8 µM); AID 720553, 2013; Potassium voltage-gated channel subfamily H member 2, brain isoform KCNH2 3.1 (human); hit rate 0.95% among 340,000;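 active = maximum activity change below -70%; inconclusive = maximum activity change from -70% to -50%; inactive = maximum activity change above -50%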;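 note: thallium influx rate constant from kinetic fluorescence after stimulation buffer; % is set by controls: 0 for no effect and ±100 for the full control effect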
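U2OS cells transduced with KCNH2 3.1 mutant virus (1.77 x 10^8 /mL, 4 h), plated overnight at 37 C, loaded 45 min with FluxOr dye plus Red40 quencher. Thallium flux rate constant from kinetic reads after stimulation buffer, normalised to controls.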
AT treatment: qHTS Assay for Identifying a Potential Treatment of Ataxia-Telangiectasia; […] A-T fibroblasts, KAP-1 phosphorylation AlphaLISA; neocarzinostatin DNA damage 30 min before lysis; Potency, µM (titrated, usually from 57.5 µM), inactives show top-dose activation, usual class: activators; hit rate 0.19% among 320,000; AID 485349, 2010; note: potency is the fitted concentration of half-maximal effect; % of control where 0% means no effect; nearly all actives have a fitted effect of over 45% in size
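ATM-like activity read as KAP-1 phosphorylation via AlphaLISA donor/acceptor antibody pairs after lysis and 6 hr at 25C. Cells were ATM-null patient fibroblasts ([…], hTERT), dosed 60 min, then exposed to the DSB inducer NCS for 30 min.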
Eya2 inh: qHTS Assay for Inhibitors of the Phosphatase Activity of Eya2; Protein phosphatase EYA2 (Homo sapiens), O00167; recombinant Eya2, OMFP fluorescence dephosphorylation (OMFP is methylfluorescein phosphate); Potency, µM (titrated, usually from 76.9 µM), for inactives: top-dose activity, negative = inhibition, hits mostly inhibitors; hit rate 0.006% among 330,000; note: potency is the fitted concentration of half-maximal effect; % is set by controls: 0 for no effect and ±100 for the full control effect
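Eya2 (0.2 uM) preincubated 10 min at ambient with compound, then OMFP substrate added at 50 uM; 10 min reaction in 50 mM HEPES pH 7.5, 50 mM NaCl, 5 uM MgCl2, 0.05% BSA, 1 mM DTT. Fluorescence read at Ex 485/Em 525 nm.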
hERG WT inh: qHTS for Inhibitors of KCHN2 3.1: Wildtype qHTS; AID 720551, 2013; activity change, % at 1.84 µM; hit rate 0.37% among 340,000; U2OS, BacMam KCNH2, thallium flux FluxOr; hits give low values; Voltage-gated inwardly rectifying potassium channel KCNH2 (Homo sapiens), Q12809;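 active = maximum activity change below -70%; inconclusive = maximum activity change between -70% and -50%; inactive = maximum activity change above -50%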; note: % is set by controls: 0 for no effect and ±100 for the full control effect
Target sequence (Q12809 whole entry, looked up): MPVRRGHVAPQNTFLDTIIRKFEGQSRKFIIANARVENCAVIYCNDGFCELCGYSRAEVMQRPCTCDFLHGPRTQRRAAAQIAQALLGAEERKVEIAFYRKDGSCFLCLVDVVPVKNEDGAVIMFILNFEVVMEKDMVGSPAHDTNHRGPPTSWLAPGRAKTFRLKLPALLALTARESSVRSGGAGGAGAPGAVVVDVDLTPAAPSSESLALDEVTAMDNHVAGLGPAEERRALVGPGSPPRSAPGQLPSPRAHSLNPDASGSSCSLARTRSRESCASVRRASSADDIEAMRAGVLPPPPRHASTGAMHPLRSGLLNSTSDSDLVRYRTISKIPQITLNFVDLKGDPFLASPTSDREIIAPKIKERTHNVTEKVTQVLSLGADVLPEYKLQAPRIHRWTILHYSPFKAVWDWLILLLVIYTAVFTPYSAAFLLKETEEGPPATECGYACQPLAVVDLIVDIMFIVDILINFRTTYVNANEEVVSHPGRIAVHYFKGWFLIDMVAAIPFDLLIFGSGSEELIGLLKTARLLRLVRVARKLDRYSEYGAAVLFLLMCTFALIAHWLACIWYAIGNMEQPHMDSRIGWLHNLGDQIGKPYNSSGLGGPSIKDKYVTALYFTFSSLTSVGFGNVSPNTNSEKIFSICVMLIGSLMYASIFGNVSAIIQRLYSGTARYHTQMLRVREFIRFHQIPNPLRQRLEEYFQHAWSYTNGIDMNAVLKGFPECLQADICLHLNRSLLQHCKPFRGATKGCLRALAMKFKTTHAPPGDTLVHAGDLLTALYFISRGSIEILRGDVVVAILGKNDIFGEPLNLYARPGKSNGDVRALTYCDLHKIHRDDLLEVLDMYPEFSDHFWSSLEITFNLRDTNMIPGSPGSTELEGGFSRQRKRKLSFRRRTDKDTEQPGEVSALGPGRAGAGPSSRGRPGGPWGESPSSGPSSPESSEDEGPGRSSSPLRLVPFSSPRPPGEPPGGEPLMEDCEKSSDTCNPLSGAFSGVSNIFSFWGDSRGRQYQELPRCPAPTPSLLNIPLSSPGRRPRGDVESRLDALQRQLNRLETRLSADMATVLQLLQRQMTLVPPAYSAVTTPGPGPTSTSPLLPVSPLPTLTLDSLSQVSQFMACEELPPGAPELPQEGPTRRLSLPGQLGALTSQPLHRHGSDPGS
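U2OS cells transduced with wild-type KCNH2 virus are loaded with FluxOr dye for 45 min, and thallium flux is measured in kinetic reads before and after stimulation buffer. Rate constants are normalized to DMSO controls.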
USP2a inh: qHTS Assay for Inhibitors of Ubiquitin-specific Protease USP2a Using CHOP2 as the Reporter; Ubiquitin carboxyl-terminal hydrolase 2 (Homo sapiens), O75604; USP2 core, Ub-CHOP2 coupled fluorogenic reporter, 485/531; Potency, µM (highest dose often 38.3 µM), inactives show top-dose activity change, negative = inhibition, hits mostly inhibitors; hit rate 0.01% among 330,000; AID 463254, 2010;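 note: potency is the fitted concentration of half-maximal effect; plate controls were DMSO wells for no effect and full inhibition by NEM control for full effect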
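USP2 core (10nM final) preincubated 30min RT with compound in 20mM Tris-HCl pH 8.0, 2mM CaCl2, 2mM beta-mercaptoethanol, 0.05% CHAPS; 25nM Ub-CHOP2 plus 25nM reporter substrate added, fluorescence (Ex485/Em531) read after 60min.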
TCR activator: Activators of T cell receptors: qHTS campaign; primary human leukocytes, anti-CD3, IL-2 HTRF, 48 h; Potency, µM (doses to about 9.22 µM), for inactives: top-dose activation of IL-2 secretion, usual class: activators; AID 504894, 2011; 330,000 tested, under 10 active; note: % of control where 0% means no effect
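IL-2 produced over 48 hr by a-CD3 bead-stimulated primary human leukocytes exposed to compounds was detected with a homogeneous time-resolved FRET immunoassay, 665nm acceptor signal after 320nm excitation.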
Mito fusion yeast: qHTS Assay for Small Molecule Inhibitors of Mitochondrial Division or Activators of Mitochondrial Fusion. S. cerevisiae fusion-defective mutant growth rescue, CellTiterGlo 48 h. Potency, µM (top dose mostly 46.1 µM), for the others: at the top dose growth rescue (activation), most hits filed as activators. hit rate 0.23% among 320,000;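 note: potency is the fitted concentration of half-maximal effect; % of control where 0% means no effect; nearly all actives have a fitted effect of over 45% in size; temperature-sensitive fusion mutants such as fzo1-1 at 37 °C on non-fermentable ethanol glycerol medium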
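Yeast fusion mutant, YPEG (non-fermentable carbon), compound, 48 h at 37C non-permissive; CellTiterGlo added, 10 min RT, luminescence read. Rescued growth = division inhibition.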
TSHR antag: Antagonists of the Thyroid Stimulating Hormone Receptor: HTS campaign. activity change, negative = inhibition, % at 11.5 µM. AID 504810, 2011. hit rate 0.2% among 330,000. Thyrotropin receptor (Homo sapiens), P16473. TSHR-expressing cells, TSH-stimulated cAMP HTRF, 2 h; hits give low values;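 active = activity change below a set negative limit, meaning inhibition stronger than a set level, cut at about -70% in these data; inconclusive = activity change between two set negative limits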; note: % is set by controls: 0 for no effect and ±100 for the full control effect
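Inhibition of cAMP made by TSHR-expressing cells under TSH stimulation (4nM final, EC80; 2 h, 37 deg C) is quantified with a one-step lysis HTRF kit, anti-cAMP cryptate versus cAMP-d2.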
ELG1 DNA repair: qHTS screen for small molecules that inhibit ELG1-dependent DNA repair in human embryonic kidney (HEK293T) cells expressing luciferase-tagged ELG1 | HEK293T ELG1-luciferase reporter, luminescence, 16 h; DNA damage induced by 5-fluorouridine | Potency, µM (doses to about 46.1 µM), for the others: at the top dose activity change, negative = inhibition, hits mostly inhibitors | hit rate 2.3% among 330,000 | AID 504467, 2011; note: potency is the fitted concentration of half-maximal effect; % is set by controls: 0 for no effect and ±100 for the full control effect; nearly all actives have a fitted effect of over 55% in size
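Quantitative HTS, concentration-response format. 2,000 cells/well co-treated with 5-fluorouridine and compound, 16 hr in 5% CO2 at 37 °C; ONE-Glo luminescence read after 30 min.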
Active calls of the source: *; ? = inconclusive; nt = no result given; [ ] = another dose, or the depositor's remark. Unless noted, calls come from the whole dose curve; as a rule, active = well fitted curve in the direction sought with a large enough effect; inconclusive = small, poorly fitted or top-dose-only effect, or another doubt; inactive = no such curve, though single readings can be large; an effect the other way counts as inactive or inconclusive. Not all compounds are listed; rates above refer to the full screens.

SMILES	TRPV1 ag	KCNH2 3.1 inh	AT treatment	Eya2 inh	hERG WT inh	USP2a inh	TCR activator	Mito fusion yeast	TSHR antag	ELG1 DNA repair
CC1CCN(c2ccc(C(F)(F)F)cc2N)CC1	9	4	4%	2%	2	4%	4%	?	-1	19%
CCC(Sc1nc2ccccc2[nH]1)C(=O)Nc1ccc(NC(C)=O)cc1 (configuration not stated)	1	-1	5%	15%	-9	-1%	6%	-1%	6	-17%
CCOC(=O)CC(NC(=O)c1ccccc1)c1ccc(OC)cc1 (configuration not stated)	1	17	-1%	-10%	-10	-1%	4%	-3%	-7	9%
Cc1cccnc1NC(=O)Nc1cccs1	12	-13	nt	0%	-20	-2%	1%	4%	-10	?
CC(=O)Nc1sc(C)c(C)c1C(=O)OCC(=O)Nc1ccccc1	0	-1	-6%	1%	-7	1%	-4%	18%	-4	?
COc1cc(NC(=O)Cc2ccccc2OC)cc(OC)c1	-10	6	nt	-2%	5	0%	nt	2%	3	?
CC(=O)c1cccc(N(C(=O)CNC(=O)c2ccco2)C(C(=O)NCc2ccco2)c2ccccc2)c1 (configuration not stated)	0	1	3%	-15%	-5	-1%	-16%	-2%	-7	2%
O=C(CCCOc1ccccc1)NN1C(=O)NC2(CCCCC2)C1=O	3	6	5%	5%	4	0%	0%	0%	-2	26%
COC(=O)c1ccccc1Oc1cnc2ccccc2n1	0	12	3%	8%	11	0%	1%	9%	10	-2%
C=CCOC(=O)CCC(=O)Nc1cccc2ccccc12	-3	8	5%	-11%	0	1%	10%	-2%	-1	25%
COc1cc(S(=O)(=O)NCc2ccc3c(c2)OCO3)ccc1F	13	-8	24%	4%	-5	2%	-3%	-13%	4	-3%
COc1ccc(OCC(O)CNCCOc2ccccc2OC)c(C(C)(C)C)c1 (configuration not stated)	-2	-18	-6%	?	5	-2%	8%	-31%	2	?
Cc1cccc(NC(=O)CN2C(=O)NC3(CCCCCCC3)C2=O)c1C	nt	4	-12%	3%	-7	0%	1%[46.1 µM]	nt	5	16%
Cc1ccc(CNC(=O)c2ccc(S(=O)(=O)N(C)C)cc2)n1C	-3	-1	-3%	15%	-8	1%	1%	-4%	5	9%
O=C(COc1cccc2ccccc12)N/N=C/c1ccncc1	?	10	2%	-2%	7	4%	nt	1%	1	-13%
COc1ccc(-c2c(C)nc(N)nc2-c2ccc(OCc3ccc(C)cc3)cc2O)cc1OC	4	3	-1%	-8%	-9	-1%	2%[46.1 µM]	0%	-6	-4%
CC(C)(C)OC(=O)N1CCC(CC2CC(c3ccccc3)=NO2)(C(=O)NCc2ccccc2)CC1 (configuration not stated)	9	-15	0%	-14%	3	6%	8%	4%	-1	?
O=C(Nc1nc(-c2cccs2)cs1)c1ccc(S(=O)(=O)N2CCCC2)cc1	-3	-20	2%	-8%	10	-2%	1%	3%	?	16µM*
COc1ccc(C2CC(=O)CC(=O)C2n2cncn2)cc1 (configuration not stated)	-1	10	8%	-9%	-3	1%	-2%	-2%	0	?
Cc1ccccc1C(=O)N1CCN(c2ccc(NC(=O)c3cccc(OC(C)C)c3)cc2)CC1	-2	-11	1%	-8%	21	-6%	4%	-3%	-26	16µM*
O=C1CCCN1c1ccc(S(=O)(=O)N2CCC(c3ccccc3)CC2)cc1	23	-6	4%	9%	0	4%	nt	0%	-9	?
O=C(NNC(=O)C12CC3CC(CC(O)(C3)C1)C2)c1ccccc1O	-2	1	18%	-3%	26	1%	0%	5%	22	-3%
CCCc1cc(Nc2ccccc2C)n2ncnc2n1	-1	-9	-2%	-7%	-10	1%	nt	-1%	-3	-2%
O=C(Cc1cccs1)Nc1cccc(-c2nnc(-c3ccco3)o2)c1	?	12	4%	4%	4	0%	-4%	-1%	-14	?
Cn1cnc2c1c(=O)n(Cc1cccc(F)c1)c(=O)n2C	-1	7	8%	-12%	-5	3%	1%	0%	12	-7%

Ordered by the number under TCR activator (descending): 5 of the compounds above.
smiles,TRPV1 ag,Eya2 inh,USP2a inh,TCR activator,Mito fusion yeast,TSHR antag
C=CCOC(=O)CCC(=O)Nc1cccc2ccccc12,-3,-11%,1%,10%,-2%,-1
CC(C)(C)OC(=O)N1CCC(CC2CC(c3ccccc3)=NO2)(C(=O)NCc2ccccc2)CC1 (configuration not stated),9,-14%,6%,8%,4%,-1
Cc1ccccc1C(=O)N1CCN(c2ccc(NC(=O)c3cccc(OC(C)C)c3)cc2)CC1,-2,-8%,-6%,4%,-3%,-26
Cc1ccc(CNC(=O)c2ccc(S(=O)(=O)N(C)C)cc2)n1C,-3,15%,1%,1%,-4%,5
O=C(CCCOc1ccccc1)NN1C(=O)NC2(CCCCC2)C1=O,3,5%,0%,0%,0%,-2

Full records, quoted from the list:
`Cn1cnc2c1c(=O)n(Cc1cccc(F)c1)c(=O)n2C` across the screens: TRPV1 ag = -1; KCNH2 3.1 inh = 7; AT treatment = 8%; Eya2 inh = -12%; hERG WT inh = -5; USP2a inh = 3%; TCR activator = 1%; Mito fusion yeast = 0%; TSHR antag = 12; ELG1 DNA repair = -7%
`CCOC(=O)CC(NC(=O)c1ccccc1)c1ccc(OC)cc1` (configuration not stated) across the screens: TRPV1 ag = 1; KCNH2 3.1 inh = 17; AT treatment = -1%; Eya2 inh = -10%; hERG WT inh = -10; USP2a inh = -1%; TCR activator = 4%; Mito fusion yeast = -3%; TSHR antag = -7; ELG1 DNA repair = 9%

Other entries follow:
SMILES	TRPV1 ag	KCNH2 3.1 inh	AT treatment	Eya2 inh	hERG WT inh	USP2a inh	TCR activator	Mito fusion yeast	TSHR antag	ELG1 DNA repair
O=C(NCC(c1cccnc1)N1CCOCC1)c1cccs1 (configuration not stated)	1	3	1%	6%	-10	2%	17%	-14%	8	3%
Cn1c(SC/C=C/c2ccccc2)nnc1-c1ccco1	-5	1	-2%	-17%	-9	1%	-3%[46.1 µM]	-1%	-4	2%
COC(=O)C1(C(F)(F)F)N=C(C(F)(F)F)Nc2ccc(Cl)cc21 (configuration not stated)	-1	-6	5%	8%	2	0%	-4%	2%	11	1%
COc1ccc(C2c3cc(OC)c(OC)cc3CCN2C2CC(=O)N(c3ccccc3)C2=O)cc1OC (configuration not stated)	1	2	5%	-12%	-15	2%	4%	-6%	0	?
N#CCc1nn2c(-c3ccccc3)ccnc2c1C#N	-2	7	18%	14%	-10	-1%	2%	53%	5	1%
O=C(COC(=O)c1c[nH]c(=O)[nH]c1=O)Nc1ccccc1Br	0	-2	4%	15%	-4	1%	5%	-1%	-10	1%
CC(=O)C1=C(C)NC(=O)NC1c1ccccc1 (configuration not stated)	-1	9	4%	-2%	21	2%	4%	-1%	8	-2%
O=C1CN(C(=O)CSc2nc3ccccc3c(=O)n2CCCN2CCOCC2)c2ccccc2N1	nt	21	0%	11%	2	-1%	0%	0%	1	19%
Cc1cc([N+](=O)[O-])nn1CC(=O)N1CCCc2ccccc21	3	11	-2%	-9%	3	-1%	-1%[46.1 µM]	0%	23	26%
CC(C)Sc1nc2ccccc2n1CC(=O)O	2	-10	8%	9%	nt	-2%	-1%	4%	-11	-13%
O=C(Nc1ccc(Br)cc1)C1CCCN1S(=O)(=O)c1cccs1 (configuration not stated)	10	-2	4%	-17%	-3	-1%	0%	1%	-26	?
O=C(CSc1nc(C(F)(F)F)cc(=O)[nH]1)N1CCCC1	0	-7	2%	-10%	-3	3%	4%	-4%	3	10%
CCCOc1ccc(-c2csc3ncn(Cc4ccc(C(=O)O)cc4)c(=O)c23)cc1	-3	-10	-4%	26%	-3	0%	-4%	7%	-13	1%
COc1ccc(S(=O)(=O)N2CCN(CCC(=O)Nc3ccc(F)cc3)CC2)cc1	14	-4	2%	4%	1	2%	-4%	-9%	-1	-8%
CCOc1cc(C(=O)NCc2ccncc2)cc(OCC)c1OCC	4	0	10%	4%	12	0%	nt	-1%	-34	?
COc1ccc(CC(=O)Nc2cc(S(=O)(=O)N3CCCCC3)ccc2C)cc1	9	-6	6%	16%	12	1%	3%	-2%	0	-1%
